Nrf2 activator: activators of Nrf2 (ARE) signaling; AREc32 ARE-luciferase reporter (MCF7-derived line), luminescence, 24 h; Potency, µM (doses to about 46.1 µM), without a hit: top-dose activation, usual class: activators; 0.31% of 410,000 active; note: potency is the fitted concentration of half-maximal effect; % of control where 0% means no effect; nearly all actives have a fitted effect of over 65% in size
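Luciferase luminescence (Steady-Glo, 30 min at room temperature) served as the read-out of ARE activation in AREc32 cells treated with compounds for 24 hr at 37 deg C.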
A549 tox: counter-screen for Nrf2 inhibitors: cytotoxicity in A549 cells; Potency, µM (top dose mostly 46 µM), without a hit: at the highest dose activity change, negative = cytotoxicity, most hits filed as inhibitors; 0.16% of 390,000 active; AID 504648; A549 ARE-Fluc cells, CellTiter-Fluor viability, 18-24 h; note: potency is the fitted concentration of half-maximal effect; % is set by controls: 0 for no effect and ±100 for the full control effect
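Cytotoxicity counterscreen: CellTiter-Fluor fluorescence was measured in A549 ARE_Fluc cells after 18-24 h of compound exposure in a concentration series. The subsequent BugLite luminescent read reports ARE-luciferase activity.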
TGFb inhibitor: inhibitors of TGF-b signaling; HepG2 CAGA-GFP TGF-b/SMAD3 reporter, GFP fluorescence, 18 h; TGF-beta stimulated, 500 pg/mL final; Potency, µM (doses to about 46.1 µM), inactives show at the top dose activity, negative = inhibition, hits mostly inhibitors; 1.2% of 410,000 active; AID 588855; note: potency is the fitted concentration of half-maximal effect; % is set by controls: 0 for no effect and ±100 for the full control effect; nearly all actives have a fitted effect of over 65% in size
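Read-out: total well GFP (ex488/em500-530) summed from mean per-cell fluorescence. Cells: HEPG2 CAGA-GFP, 1% FBS DMEM, 18 h at 37 degrees C with 500 pg/mL final TGF-beta. Unstimulated wells served as the full-inhibition control; stimulated DMSO wells = 0%.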
HepG2 tox: HepG2 cytotoxicity, counter-screen for TGF-b inhibitors; AID 588856; 0.76% of 410,000 active; HepG2 CAGA-GFP viability, ATP luminescence, 18 h; Potency, µM (doses to about 46.1 µM), for the others: at the highest dose activity change, negative = cytotoxicity, usual class: cytotoxic; note: potency is the fitted concentration of half-maximal effect; some results filed as inactive show a strong effect at the top dose
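HepG2 CAGA-GFP cells (1000/well, DMEM with 1% FBS) received compound, then TGF-beta at 500 pg/mL final, and were incubated 18 hours at 37 degrees C. Viability was read by CellTiter-Glo luminescence. Media-only wells were set as complete cell-killing and DMSO as no toxicity.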
Nrf2 inh: Nrf2 pathway inhibition | A549 ARE-Fluc reporter, luciferase luminescence, 18-24 h | Potency, µM (top dose mostly 46 µM), for the others: at the highest dose activity change, negative = inhibition, usual class: inhibitors | 2.1% of 360,000 active; note: potency is the fitted concentration of half-maximal effect; % is set by controls: 0 for no effect and ±100 for the full control effect; nearly all actives have a fitted effect of over 60% in size
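Cells were seeded and rested 2 h, then exposed to compounds for 18-24 h. CellTiter-Fluor was read first as a viability measure. BugLite was added 15 min before the final luminescent read of ARE-luciferase activity in A549 cells.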
MCF10A rereplic: DNA re-replication induction in MCF 10a cells | MCF 10A DNA re-replication, Hoechst nuclear intensity, 48 h | Potency, µM (highest dose often 46.1 µM), for inactives: at the highest dose activity, positive = re-replication, actives largely listed as activators | 2.9% of 350,000 active; note: potency is the fitted concentration of half-maximal effect; % of control where 0% means no effect; nearly all actives have a fitted effect of over 50% in size
IL-1B inflam inh: inhibitors of inflammasome signaling (IL-1 beta secretion). 4.7% of 360,000 active. THP-1 LPS/ATP IL-1B secretion, AlphaLISA, 16 h; active compounds read low. activity change, % at 57.5 µM. AID 743279; in the data active = activity change below about -50%; inconclusive = mostly about -30% to -49%; note: % is set by controls: 0 for no effect and ±100 for the full control effect
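Secreted IL-1B measured by AlphaLISA bead assay after 16 h compound exposure of THP-1 cells; compounds (final up to 57.5 uM) added 1 h before LPS (250 ng/mL) and ATP (1.25 mM) stimulation; lower signal means less secretion.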
S2 tox: cell viability loss in ATXN counter-screen; 0.49% of 400,000 active; S2 cells (HEK-293 line with an ATXN2-luciferase reporter) viability, CellTiter-Fluor protease fluorescence, 24 h; Potency, µM (highest dose often 56.7 µM), hits mostly cytotoxic; note: potency is the fitted concentration of half-maximal effect; nearly all actives have a fitted effect of over 40% in size
ATXN2 expr inh: reduces ATXN2 reporter expression in HEK-293 cells; HEK-293 ATXN2-luciferase reporter, luminescence, 24 h; 0.72% of 360,000 active; Potency, µM (highest dose often 57 µM), inactives show top-dose activity change, negative = inhibition, hits mostly inhibitors; note: potency is the fitted concentration of half-maximal effect; % is set by controls: 0 for no effect and ±100 for the full control effect; nearly all actives have a fitted effect of over 55% in size
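qHTS (up to 57 uM final) was run with 24 h compound exposure of reporter cells at 37 °C. Each well was multiplexed: SteadyGlo luminescence measured ATXN2-luciferase expression after a fluorogenic Gly-Phe-AFC viability readout (25 uM final).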
The depositor's hits bear a star; i = inactive; ? = inconclusive; . = no result given; [ ] = remark or other dose. Unless noted, calls come from the whole dose curve; as a rule, active = well fitted curve in the direction sought with a large enough effect; inconclusive = small, poorly fitted or top-dose-only effect, or another doubt; inactive = no such curve, though single readings can be large; an effect the other way counts as inactive or inconclusive.

cpd | mol | Nrf2 activator | A549 tox | TGFb inhibitor | HepG2 tox | Nrf2 inh
1 | COc1ccccc1NC(=O)N1CCN(c2ccc3nncn3n2)CC1 | 0.5% | 0% | -3% | 5% | -12%
2 | COC(=O)[C@]1(Cc2ccccc2)N[C@H](CN(C)S(=O)(=O)c2ccc(C(C)(C)C)cc2)[C@@H]2C(=O)N(C)C(=O)[C@@H]21 | -1.1% | -9% | -18% | -8% | -20%
3 | COc1ccc(C(C)(NC(C)=O)c2nc(-c3cccc(NC(C)=O)c3)cs2)cc1 (stereo not given) | 0.1% | . | 25% | 3% | .
4 | COC(=O)c1c(SCC(=O)Nc2cc(F)ccc2F)[nH]c2ccc(C)cc2c1=O | -0.2% | ? | ? | -20% | ?
5 | CC(=O)c1c(C(C)=O)c(C)n(Cc2ccc3c(c2)OCO3)c1C | -0.6% | -18% | -14% | -14% | ?
6 | NC(=O)c1ccccc1NC(=O)CCCCCn1nnc2ccccc2c1=O | -0.6% | 13% | -3% | -2% | -22%
7 | CCCOc1ccccc1C(=O)N(Cc1ccc(C)o1)C1CCS(=O)(=O)C1 (stereo not given) | -0.4% | -5% | 4% | -9% | -2%
8 | NC(=O)c1ccc(NC(=O)CSc2cn(CC(=O)N3CCOCC3)c3ccccc23)cc1 | 0.4% | -8% | 0% | 3% | 7%
9 | CCCCc1ccc(NC(=S)N2CCCC2)cc1 | -0.5% | 8% | ? | -11% | 3%
10 | Cc1ccc2oc(=O)c(/C=C(\O)c3ccco3)nc2c1 | ? | -2% | ? | -14% | ?

cpd | MCF10A rereplic | IL-1B inflam inh | S2 tox | ATXN2 expr inh
1 | ? | 9 | i | -3%
2 | -2% | -25 | i | 5%
3 | . | 20 | i | 1%
4 | . | . | i | -9%
5 | 3% | -1 | i | -19%
6 | ? | 13 | i | .
7 | 0% | 7 | ? | .
8 | 11% | 1 | i | .
9 | 4% | -4 | i | -6%
10 | ? | . | i | 2%

Other compounds follow:
cpd | mol | Nrf2 activator | A549 tox | TGFb inhibitor | HepG2 tox | Nrf2 inh
11 | CN(C)c1cccc(N(C)C)c1CNC(=O)C(C)(C)C | -0.1% | -1% | -4% | -2% | 7%
12 | COc1ccc2cc(CCNC(=O)C(C)(C)C)c(=O)[nH]c2c1 | 0.2% | 1% | -7% | 1% | 1%
13 | CCC1CCCCN1C(=O)COc1ccc(N(C)S(=O)(=O)c2ccc(C)cc2)cc1 (stereo not given) | 2.7% | -8% | -11% | -26% | ?
14 | Cc1ccc([C@@]2(OC(=O)c3ccccc3)C(=O)N(C(=O)OC(C)(C)C)c3ccccc32)cc1 | -0.2% | . | . | . | .
15 | COCCCNC(=S)N(Cc1ccccc1)Cc1ccc(F)cc1 | -0.6% | 8% | 3% | -4% | -8%
16 | CCCCOC(=O)Nc1nnc(CC)s1 | 0.7% | -9% | 8% | -13% | ?
17 | CCOc1ccc(-c2nc3c(s2)CCc2onc(-c4ccc(OC)cc4)c2-3)cc1 | -0.2% | 2% | 5% | 4% | 22%
18 | COc1ccc(NC(C)=O)cc1S(=O)(=O)N1CCN(C/C=C/c2ccccc2)CC1 | -1.1% | -4% | -9% | -21% | -5%
19 | CC(C)=C1SC(N2CCN(c3cccc(C)c3)CC2)=NC1=O | 0.0% | -4% | -10% | -4% | 23µM*
20 | COc1ccc(S(=O)(=O)NCC(c2ccco2)N2CCc3ccccc3C2)cc1 (stereo not given) | -0.3% | ? | -20% | -2% | ?

cpd | MCF10A rereplic | IL-1B inflam inh | S2 tox | ATXN2 expr inh
11 | 6% | 22 | i | 4%
12 | 0% | 32 | i | 29%
13 | 11% | 4 | i | -8%
14 | . | 61 | i | 9%
15 | 4% | 0 | i | 10%
16 | 2% | -5 | i | 34%[activator]
17 | 1% | 25 | i | 11%
18 | -1% | -4 | i | .
19 | 5% | -57* | i | 3%
20 | 0% | 4 | i | 8%

Additional structures follow.
cpd | mol | Nrf2 activator | A549 tox | TGFb inhibitor | HepG2 tox | Nrf2 inh
21 | N#Cc1ccccc1OCC(=O)OCC(=O)N1CCCC1 | -0.1% | -2% | 6% | 5% | 0%
22 | O=C(COC(=O)/C=C/c1ccc(S(=O)(=O)N2CCCCCC2)cc1)NCc1ccccc1Cl | -0.7% | 11% | 0% | -21% | ?
23 | Cc1cccc(C)c1OCc1cc(C(=O)N(Cc2nccn2C)C(C)C)no1 | 0.3% | -1% | -37% | -55% | ?
24 | C[C@@H](c1ccccc1)N1C[C@@H](COCc2ccccc2)Oc2cc(N3CC[C@@H](O)C3)ccc2S1(=O)=O | 0.7% | . | . | . | .
25 | O=C(Nc1ccccc1)Nc1ccc(Cl)c([N+](=O)[O-])c1 | 0.1% | -6% | 0% | 10% | 20%
26 | CO/C(N)=C(\C#N)N=Cc1ccccc1Cl | 2.4% | -2% | 1% | -4% | 8%
27 | Cc1ccc(Cl)cc1N(C)C(=O)c1noc2c1CCCCC2 | -0.5% | 10% | -25% | -6% | -6%
28 | CN(c1ccccc1)S(=O)(=O)c1cc(C(=O)OCC(N)=O)ccc1Cl | -0.7% | -3% | 8% | 1% | -18%
29 | OC1(c2cccs2)CN(c2ccc(Cl)cc2)C2=[N+]1CCCS2 (stereo not given) | 0.4% | 10% | 0% | -6% | 0%
30 | O=C(Cn1ccc(NC(=O)OCc2ccccc2)nc1=O)NCCN1CCOCC1 | 0.6% | 1% | -12% | 15% | 0%

cpd | MCF10A rereplic | IL-1B inflam inh | S2 tox | ATXN2 expr inh
21 | 3% | -21 | i | -10%
22 | ? | -10 | i | 0%
23 | 2% | 6 | i | 4%
24 | . | -17 | ? | -29%
25 | 15µM* | 7 | i | -1%
26 | -3% | -8 | i | 37%
27 | . | . | . | .
28 | 1% | 14 | . | .
29 | -1% | 0 | i | .
30 | -7% | -5 | i | 1%

Other entries
cpd | mol | Nrf2 activator | A549 tox | TGFb inhibitor | HepG2 tox | Nrf2 inh
31 | CCN1C(=O)NC2C1N(S(C)(=O)=O)CCN2S(C)(=O)=O (stereo not given) | -1.1% | -3% | 0% | 1% | 6%
32 | COc1cc2c(C(=O)NCc3ccc4c(c3)OCO4)cn(C)c(=O)c2cc1OC | -0.5% | 6% | 3% | -4% | -2%
33 | COc1ccc(/C=N/Nc2nncn2N)cc1Br | -3.5% | 0% | ? | -105% | 2%
34 | CCOc1cc2[nH]c(=S)n(Cc3ccc(C(=O)NCCOC)cc3)c(=O)c2cc1OCC | 0.0% | -2% | 3% | 2% | -14%
35 | C/C(=N\NC(=O)Cc1c(C)[nH][nH]c1=O)c1cccc(Br)c1 | 2.3% | 5% | ? | -14% | 8%
36 | COCCN1C(=O)CCC1(C)c1nnnn1Cc1ccccc1 (stereo not given) | 0.0% | . | . | . | .
37 | Cc1ccc(Cl)cc1N1CCN(C(c2ccc(C#N)cc2)c2nnnn2C2CCCC2)CC1 (stereo not given) | -0.7% | 0% | ? | 3% | -13%
38 | Cc1ccc(CNC(=O)C2CC=CCC2C(=O)O)cc1 (stereo not given) | -0.2% | -7% | -1% | 6% | 11%
39 | CN(C(=O)COC(=O)/C=C/c1ccc(S(=O)(=O)N2CCc3ccccc32)cc1)C1CCS(=O)(=O)C1 (stereo not given) | 1.9% | -8% | -5% | -9% | -11%
40 | CC(Sc1nnnn1C1CC1)C(=O)Nc1cccc(S(=O)(=O)N2CCOCC2)c1 (stereo not given) | 0.2% | 14% | 18% | 14% | -3%

cpd | MCF10A rereplic | IL-1B inflam inh | S2 tox | ATXN2 expr inh
31 | 1% | 21 | i | -7%
32 | -3% | 6 | i | 1%
33 | -6% | ? | i | -19%
34 | 11% | 0 | i | -4%
35 | 1% | 0 | i | 3%
36 | . | 0 | i | 21%
37 | 1% | -5 | i | -24%
38 | -1% | 16 | i | .
39 | 7% | -19 | i | 2%
40 | 1% | -10 | i | 8%

Next section, starting with the last 3 of the part before.
cpd | mol | Nrf2 activator | A549 tox | TGFb inhibitor | HepG2 tox | Nrf2 inh
38 | Cc1ccc(CNC(=O)C2CC=CCC2C(=O)O)cc1 (stereo not given) | -0.2% | -7% | -1% | 6% | 11%
39 | CN(C(=O)COC(=O)/C=C/c1ccc(S(=O)(=O)N2CCc3ccccc32)cc1)C1CCS(=O)(=O)C1 (stereo not given) | 1.9% | -8% | -5% | -9% | -11%
40 | CC(Sc1nnnn1C1CC1)C(=O)Nc1cccc(S(=O)(=O)N2CCOCC2)c1 (stereo not given) | 0.2% | 14% | 18% | 14% | -3%
41 | Cc1ccc(S(=O)(=O)N2CCOCC2)cc1C(=O)NC1=NCCS1 | -0.7% | -8% | 3% | 2% | ?
42 | CCOc1ccc(S(=O)(=O)NCc2ccc(F)cc2)c2cccnc12 | -0.3% | -6% | 2% | -12% | -9%
43 | CCOc1ccc(C(=O)NC(C(=O)NCc2ccccn2)C(C)C)cc1 (stereo not given) | -0.4% | -7% | 6% | 8% | 9%
44 | CCOC(=O)c1c(S(=O)(=O)N2CCN(c3ccccc3OC)CC2)c(C)n(C)c1C | -0.4% | 10% | 4% | -21% | 20%
45 | COCCN(C(=S)Nc1ccc(C)cc1C)C(C)c1cccs1 (stereo not given) | 0.3% | 0% | -8% | -11% | 0%
46 | CC(C)(C)c1cc[n+](-c2nc([O-])sc2C=O)cc1 | -0.3% | 0% | 4% | 1% | 11%
47 | O=C(OCC(=O)N(C1CCCCC1)C1CCCCC1)c1cnccn1 | -0.5% | -4% | 0% | 4% | -2%
48 | Cc1ccc(OCCNC(=O)CNC(=O)Cc2cccc3ccccc23)cc1 | . | 10% | 6% | -12% | 1%

cpd | MCF10A rereplic | IL-1B inflam inh | S2 tox | ATXN2 expr inh
38 | -1% | 16 | i | .
39 | 7% | -19 | i | 2%
40 | 1% | -10 | i | 8%
41 | 1% | -8 | i | -17%
42 | -23% | 7 | i | 7%
43 | -4% | -2 | i | -6%
44 | . | . | i | -10%
45 | -1% | -8 | i | .
46 | -8% | -8 | i | -24%[11.3 µM]
47 | -26% | -13 | i | -13%
48 | . | . | . | .

Assay outcomes (PubChem BioAssay)
